Assay outcomes (PubChem BioAssay)
VIM-2 inh: VIM-2 metallo-beta-lactamase inhibitors, primary screen, biochemical, epi-absorbance readout, Pseudomonas aeruginosa enzyme; purified VIM-2, nitrocefin hydrolysis, epi-absorbance fluorescence; inhibition, % at 5.6 µM; 290,000 tested, 0.89% active;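 active = inhibition above the mean of all tested compounds plus 3 SD, cutoff set per screening run, cut at about 7.5% in these data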;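 note: red hydrolysis product quenches plate fluorescence so inhibitors raise well fluorescence; 0% = enzyme with DMSO and 100% = DMSO without enzyme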
MEKK3 PB1 HTS: modulators of MEKK3-MEK5 PB1 binding, primary screen, biochemical, wildtype MEKK3, multiplex bead flow cytometry, Alexa488-MEK5; 290,000 tested, 1.4% active; bead-based flow cytometry, Alexa488-MEK5 binding to MEKK3; actives lie on both sides; 0 = blocked by unlabeled MEK5, 100 = vehicle; Mitogen-activated protein kinase kinase kinase 3 (Homo sapiens), Q99759; AID 1529, 2009; binding response (% of control), % at 10 µM;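 active = binding response more than 3 SD above or below the average of its plate-row segment, actives on both sides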;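 note: Alexa488 bead fluorescence after subtracting the streptavidin-only scavenger bead signal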
Target sequence (Q99759 whole entry, looked up): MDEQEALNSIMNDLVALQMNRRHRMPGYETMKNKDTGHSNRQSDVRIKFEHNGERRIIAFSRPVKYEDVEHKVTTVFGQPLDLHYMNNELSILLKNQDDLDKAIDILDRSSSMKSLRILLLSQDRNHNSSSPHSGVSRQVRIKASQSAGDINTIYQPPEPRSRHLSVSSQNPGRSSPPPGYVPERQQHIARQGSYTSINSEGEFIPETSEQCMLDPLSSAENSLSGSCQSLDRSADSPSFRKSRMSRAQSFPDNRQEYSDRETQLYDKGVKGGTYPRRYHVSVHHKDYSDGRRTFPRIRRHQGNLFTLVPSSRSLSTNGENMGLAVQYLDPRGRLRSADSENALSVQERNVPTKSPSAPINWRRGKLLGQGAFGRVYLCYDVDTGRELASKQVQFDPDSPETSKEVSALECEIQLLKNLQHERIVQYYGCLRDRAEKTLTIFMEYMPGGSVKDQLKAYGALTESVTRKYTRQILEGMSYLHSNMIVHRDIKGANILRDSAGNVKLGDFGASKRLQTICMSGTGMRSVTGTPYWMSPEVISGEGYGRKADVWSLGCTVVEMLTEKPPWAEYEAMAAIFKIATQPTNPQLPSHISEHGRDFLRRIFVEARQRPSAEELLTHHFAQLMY
NS3 helicase inh: inhibitors of HCV NS3 helicase, primary screen, biochemical, Cy5 molecular beacon fluorescence; 290,000 tested, 0.56% active; inhibition, % at 10.9 µM; Hepatitis C virus NS3 helicase; NS3 helicase DNA unwinding;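 active = inhibition above the mean of all tested compounds plus 3 SD, set per campaign, cut at about 35% in these data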;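 note: 0% = DMSO wells and 100% = thioflavine S control wells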
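Assay system: hepatitis C virus NS3 helicase domain fragment enzyme. Also added: annealed dual-labelled DNA beacon duplex, ATP-started. Timing: 1 h reaction at 25 °C, ATP-initiated. Technique: Cy5 fluorescence at 0 and 60 min, beacon hairpin quenching. Evaluation: % inhibition of unwinding. Replication: one well per compound.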
PHOSPHO1 block: PubChem AID 1565; Phosphoethanolamine/phosphocholine phosphatase (Homo sapiens), Q8TCT1; recombinant PHOSPHO1, absorbance phosphatase assay; inhibition, % at 13.3 µM; 290,000 tested, 1.1% active; in the data active = inhibition above about 60%
p-CIP stab down: p/CIP-EGFP fusion destabilizers, primary screen, fluorescence, F442A cells. Q05BA5. 16 h. decrease of EGFP signal, % at 10 µM. 290,000 tested, 0.01% active;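 active = EGFP signal decrease of at least 30% at 10 µM or well 3 SD below plate mean, unless failing retest; inactive = the rest, including hits failing retest or dose response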; note: some compounds called inactive have numbers as strong as hits; many of its hits are not listed in these tables
IMP-1 inhibitor: IMP-1 metallo-beta-lactamase inhibitors, primary screen, biochemical, epi-absorbance readout, Pseudomonas aeruginosa enzyme; purified IMP-1, nitrocefin hydrolysis, epi-absorbance fluorescence; 290,000 tested, 0.45% active; inhibition, % at 5.6 µM; AID 1556, 2009;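 active = inhibition above the mean plus 3 SD of all compounds in the same screening run, cut at about 4.5% in these data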;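 note: 0% = IMP-1 with DMSO and 100% = DMSO wells lacking enzyme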
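Material – recombinant IMP-1 enzyme, purified · Amount – IMP-1 0.2 nM before substrate addition · Medium – HEPES buffer pH 7.1 with ZnSO4 and Brij 35 · Timing – 25 °C, 15 min preincubation, 25 min reaction · Measured by – plate fluorescence quenching by hydrolysis product, ex 480/em 530 nm · Read-out – percent enzyme inhibition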
DNA FID counter: compounds displacing fluorescent DNA intercalator, primary screen, artefact control for HCV NS3 helicase inhibitor project, biochemical, FID fluorescence | AID 1845, 2009 | DNA fluorescent intercalator displacement | inhibition, % at 7.9 µM | 290,000 tested, 0.17% active; in the data active = inhibition above about 37%;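 note: 0% = vehicle and 100% = reference compound; higher means more ethidium bromide displaced from hairpin DNA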
UBC9 SUMO inh: inhibitors of in vitro SUMOylation cascade, primary screen, biochemical, HTRF, uHTS; 290,000 tested, 0.36% active; HTRF SUMOylation assay, SAE1/SAE2 + UBC9; inhibition, % at 35 µM; SUMO-conjugating enzyme UBC9 (Homo sapiens), P63279; in the data active = inhibition above about 50%, passing the limit was not always enough; note: strong numbers were not always called active
Target sequence (P63279 whole entry, looked up): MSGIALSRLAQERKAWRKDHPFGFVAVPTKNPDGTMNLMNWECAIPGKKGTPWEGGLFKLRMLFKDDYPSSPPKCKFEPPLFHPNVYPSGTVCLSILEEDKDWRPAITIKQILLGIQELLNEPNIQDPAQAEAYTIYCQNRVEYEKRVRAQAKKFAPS
IDE act: human IDE activators in live cells, primary screen, fluorescence polarization, HEK cells, FAbeta-B substrate | 340,000 tested, 0.073% active | AID 493087, 2011 | FAbeta-B cleavage; 0% vehicle, 100% cell-free pure enzyme wells | activation, % at 5.96 µM | Insulin-degrading enzyme (Homo sapiens), P14735;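 active = activation above the mean of all tested compounds plus 3 SD, set per screening campaign, cut at about 17% in these data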
The depositor's hits bear a star; . = not tested or not shown.

The opening 12 compounds, to show the layout:
SMILES	VIM-2 inh	MEKK3 PB1 HTS	NS3 helicase inh	PHOSPHO1 block	p-CIP stab down	IMP-1 inhibitor	DNA FID counter	UBC9 SUMO inh	IDE act
COC(=O)CC1(C(=O)OC)Oc2ccc(Br)cc2C(=O)N1c1cc(Cl)cc(Cl)c1 (stereo not given)	-1.9	87.0	-3.7	-9.9	1.9	-1.0	-6.9	-19.4	0.4
Cc1cc(OCc2cc3c(cc2Cl)OCO3)c2c(C)cc(=O)oc2c1	-1.3	97.0	16.3	-1.4	-8.9	0.1	-2.3	-6.8	3.0
COC(=O)c1cc(CNC(=O)c2ccc(N3CCCC3)c([N+](=O)[O-])c2)ccc1OC	-0.7	103.0	-2.3	19.0	4.1	-4.1	-22.1	12.1	-1.2
CCOc1cc2c(cc1C=O)OC(C)C2 (stereo not given)	2.2	79.0	10.6	12.4	-9.6	0.4	1.9	19.0	2.4
CCC(C)(C)NC(=O)Cn1c(-c2ccc(C)cc2)noc1=O	-1.3	110.0	8.2	19.9	-14.4	-2.3	-1.6	31.2	5.6
COc1ccc(-c2cc(C(=O)Nc3ccccc3SC)no2)cc1	-0.5	102.0	2.5	1.0	-19.1	-1.5	-0.2	32.5	4.2
Cc1cccc(Cn2c(C(=O)OC(C)C)cc3c2ccn3C)c1	-1.7	103.0	9.9	3.9	-11.6	-5.0	-18.3	12.1	-0.7
CSc1ncccc1C(=O)OCC(=O)NC(=O)NCCC(C)C	0.0	94.0	12.8	0.6	-20.4	-0.3	-19.7	-5.2	2.7
COCCNC(=S)N1CCN(C/C=C/c2ccccc2)CC1	-2.5	104.0	-4.8	-41.0	-1.2	-2.2	-6.4	-1.4	0.8
Cc1sc2ncnc(SCC(=O)NC(C)(C)C)c2c1C	-1.4	99.0	8.1	-4.9	-4.8	-3.6	-24.4	11.4	-8.7
CCNC(=O)NC(=O)C(C)OC(=O)CCCSc1nc2ccccc2s1 (stereo not given)	3.1	96.0	-5.9	-13.6	-4.6	-2.5	-37.0	2.7	-3.4
CCCc1[nH]n(-c2ccc(F)cc2)c(=O)c1C=Nc1cccc(F)c1	-3.1	125.0	-7.9	-9.2	-0.9	-3.2	2.4	7.7	1.0

The list itself, previewed entries included:
SMILES	VIM-2 inh	MEKK3 PB1 HTS	NS3 helicase inh	PHOSPHO1 block	p-CIP stab down	IMP-1 inhibitor	DNA FID counter	UBC9 SUMO inh	IDE act
COC(=O)CC1(C(=O)OC)Oc2ccc(Br)cc2C(=O)N1c1cc(Cl)cc(Cl)c1 (stereo not given)	-1.9	87.0	-3.7	-9.9	1.9	-1.0	-6.9	-19.4	0.4
Cc1cc(OCc2cc3c(cc2Cl)OCO3)c2c(C)cc(=O)oc2c1	-1.3	97.0	16.3	-1.4	-8.9	0.1	-2.3	-6.8	3.0
COC(=O)c1cc(CNC(=O)c2ccc(N3CCCC3)c([N+](=O)[O-])c2)ccc1OC	-0.7	103.0	-2.3	19.0	4.1	-4.1	-22.1	12.1	-1.2
CCOc1cc2c(cc1C=O)OC(C)C2 (stereo not given)	2.2	79.0	10.6	12.4	-9.6	0.4	1.9	19.0	2.4
CCC(C)(C)NC(=O)Cn1c(-c2ccc(C)cc2)noc1=O	-1.3	110.0	8.2	19.9	-14.4	-2.3	-1.6	31.2	5.6
COc1ccc(-c2cc(C(=O)Nc3ccccc3SC)no2)cc1	-0.5	102.0	2.5	1.0	-19.1	-1.5	-0.2	32.5	4.2
Cc1cccc(Cn2c(C(=O)OC(C)C)cc3c2ccn3C)c1	-1.7	103.0	9.9	3.9	-11.6	-5.0	-18.3	12.1	-0.7
CSc1ncccc1C(=O)OCC(=O)NC(=O)NCCC(C)C	0.0	94.0	12.8	0.6	-20.4	-0.3	-19.7	-5.2	2.7
COCCNC(=S)N1CCN(C/C=C/c2ccccc2)CC1	-2.5	104.0	-4.8	-41.0	-1.2	-2.2	-6.4	-1.4	0.8
Cc1sc2ncnc(SCC(=O)NC(C)(C)C)c2c1C	-1.4	99.0	8.1	-4.9	-4.8	-3.6	-24.4	11.4	-8.7
CCNC(=O)NC(=O)C(C)OC(=O)CCCSc1nc2ccccc2s1 (stereo not given)	3.1	96.0	-5.9	-13.6	-4.6	-2.5	-37.0	2.7	-3.4
CCCc1[nH]n(-c2ccc(F)cc2)c(=O)c1C=Nc1cccc(F)c1	-3.1	125.0	-7.9	-9.2	-0.9	-3.2	2.4	7.7	1.0
COc1cccc(-c2cc3c(-n4cccc4)ncnc3o2)c1	-0.3	108.0	5.7	20.6	-0.4	-1.5	-5.5	-9.8	3.6
Cc1ccc(S(=O)(=O)n2ccc3c2CCCC3=O)cc1	-2.9	110.0	-10.4	15.9	0.1	-2.4	-20.8	7.9	0.7
O=[N+]([O-])c1cc(-c2nnc(Nc3ccccc3)c3ccccc23)ccc1N1CCOCC1	0.0	96.0	-4.9	6.6	-2.9	-0.4	-4.9	-16.5	3.8
Cc1cccc(Cn2cnc3c(N)c(C)c(C)cc32)c1	-1.8	101.0	-12.2	20.3	1.9	1.5	-4.5	-11.8	0.8
CCN(CC)S(=O)(=O)c1ccc2c(c1)nc(CCC(=O)Nc1ccc(N3CCOCC3)cc1)n2C	-5.0	102.0	28.7	18.0	-12.4	-4.2	-34.2	9.2	2.6
COc1ccc(S(=O)(=O)N2CCOC2CNC(=O)C(=O)NCCc2ccccc2)cc1C (stereo not given)	-0.7	97.0	-5.3	-67.7	-5.0	-3.6	-38.0	8.4	2.8
CCOc1cc2[nH]c(=O)n(CCCC(=O)NCc3ccc(OC)cc3)c(=O)c2cc1OCC	-2.0	92.0	-0.2	33.0	3.5	-1.3	-5.2	-11.4	0.0
CCc1ccc(NC(=O)Cn2nc(C(=O)O)c3ccccc3c2=O)cc1	1.5	103.0	-11.1	26.1	-24.1	-3.2	-12.3	35.6	-0.9
CCc1noc(C)c1C(=O)OCC(=O)NC(=O)c1ccccc1OC	-3.3	102.0	-4.9	28.7	-20.3	-2.0	-22.8	-7.8	5.7
O=C(Cn1cc(C(=O)c2ccco2)c2ccccc21)NC1CCCCC1	-1.6	99.0	2.0	-2.7	-10.5	-1.8	-1.8	-1.5	1.6
COc1ccc(C(=O)Oc2ccc3ccc(=O)oc3c2)cc1OC	-0.1	99.0	-2.8	15.0	-3.0	0.2	-18.6	16.0	2.2
O=C(O)c1cc(=O)n(Cc2ccccc2)c(=O)[nH]1	-2.3	100.0	3.6	.	2.3	-2.9	-0.1	13.0	-1.4
Cn1c(S(=O)(=O)O)nc2ccccc21	-0.1	90.0	-8.4	11.9	-8.4	-2.6	2.1	14.4	-1.9
COc1ccc(C(=O)N2CCCC(c3ccccc3)=N2)cc1	-2.8	116.0	-4.0	7.3	19.8	-1.5	-27.2	12.5	.
O=C(CN(C(=O)CNS(=O)(=O)c1ccccc1)c1ccc2c(c1)OCCO2)NCc1ccco1	-1.4	105.0	1.0	8.7	-2.5	0.0	-13.3	7.3	0.9
COc1cccc(NC(=O)C(OC(=O)/C=C/c2ccc3c(c2)OCO3)c2ccccc2)c1 (stereo not given)	-5.3	102.0	-9.8	-8.7	-16.9	-2.9	-6.1	12.0	8.0

The list is partial. The share of hits here may be higher or lower than overall.
